TrxR1 substrate = rat thioredoxin reductase 1 substrate activity; O89049; purified TrxR1 substrate turnover, NADPH consumption readout; Potency, µM (top dose mostly 114 µM), inactives show at the top dose activity change, negative = substrate turnover; 390,000 tested, 0.01% active; AID 588456; also: potency is read from the fitted curve at half-maximal effect; % is scaled to controls: 0 for no effect and ±100 for the full control effect; nearly all actives have a fitted effect of over 50% in size
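Rat TrxR1, dispensed at 90 nM, was prereduced with 400 uM NADPH (final) for 5 min at ~22 deg C, then incubated with compound 15 min before 400 uM selenite. A first-read NADPH fluorescence drop versus no-compound background flagged substrates.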
GLS inh = inhibitors of human glutaminase (GLS); O94925; GLS enzymatic activity, qHTS titration; Potency, µM (titrated, usually from 45.5 µM), without a hit: top-dose activity change, negative = inhibition, hits mostly inhibitors; 410,000 tested, 0.21% active; also: potency is read from the fitted curve at half-maximal effect; % is scaled to controls: 0 for no effect and ±100 for the full control effect
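Assay buffer: 45 mM KH2PO4 pH 8.2, 0.02% Tween-20. hKGA acts on L-glutamine (1 mM solution added); product glutamate is reported by an oxidase/peroxidase Amplex Red coupling, with fluorescence taken at baseline and 30 min.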
rTrxR1 inhibitor = inhibitors of rat thioredoxin reductase 1 | recombinant rTrxR1, NADPH fluorescence consumption, selenite substrate | Potency, µM (doses to about 114 µM), for the others: at the top dose activity change, negative = inhibition, usual class: inhibitors | 390,000 tested, 1% active | AID 588453; also: potency is read from the fitted curve at half-maximal effect; % is scaled to controls: 0 for no effect and ±100 for the full control effect; nearly all actives have a fitted effect of over 65% in size
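Rat TrxR1 (90 nM in the dispensed reagent) was pre-reduced with 400 uM NADPH for 5 min at room temperature, then incubated with compound for 15 min. After 400 uM selenite was added, NADPH fluorescence (Ex 340/Em 450 nm) was followed for 8 min.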
IDH1 R132H inh = human IDH1 R132H inhibition | Potency, µM (titrated, usually from 76.6 µM), for the others: top-dose activity change, negative = inhibition, most hits filed as inhibitors | 390,000 tested, 0.093% active | O75874 | IDH1-R132H enzyme, NADPH consumption, diaphorase/resazurin fluorescence | AID 602179; also: potency is read from the fitted curve at half-maximal effect; % is scaled to controls: 0 for no effect and ±100 for the full control effect; nearly all actives have a fitted effect of over 65% in size
Target sequence (O75874 whole entry R132H, stated change not applied): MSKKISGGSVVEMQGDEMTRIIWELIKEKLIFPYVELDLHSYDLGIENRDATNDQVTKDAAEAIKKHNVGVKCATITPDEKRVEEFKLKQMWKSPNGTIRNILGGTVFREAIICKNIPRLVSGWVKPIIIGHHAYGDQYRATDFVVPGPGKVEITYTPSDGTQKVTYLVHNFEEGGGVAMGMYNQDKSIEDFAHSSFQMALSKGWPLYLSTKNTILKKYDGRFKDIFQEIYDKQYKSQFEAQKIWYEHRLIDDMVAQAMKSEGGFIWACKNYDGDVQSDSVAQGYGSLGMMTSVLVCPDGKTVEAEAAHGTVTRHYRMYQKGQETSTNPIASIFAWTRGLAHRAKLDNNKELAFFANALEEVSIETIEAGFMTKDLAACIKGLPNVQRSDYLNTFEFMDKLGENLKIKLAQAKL
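IDH1-R132H (0.5 ug/mL) preincubated 30 min with compound, then NADPH (0.016 mM) and alpha-KG (2 mM) added; 80 min at RT, pH 7.5. Remaining NADPH coupled via diaphorase/resazurin to fluorescence (540/590 nm); concentration-response curves normalized to no-enzyme control.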
Tb PGK inh = inhibitors of T. brucei phosphoglycerate kinase; 380,000 tested, 0.043% active; AID 602233; PGK/GAPDH coupled, Kinase-Glo luminescence, 60 min; P07378; Potency, µM (series often up to 57.5 µM), without a hit: at the highest dose activity change, negative = inhibition, actives largely listed as inhibitors; also: potency is read from the fitted curve at half-maximal effect; % is scaled to controls: 0 for no effect and ±100 for the full control effect; nearly all actives have a fitted effect of over 60% in size
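Luminescent ATP detection (Kinase-Glo Plus) follows a 60-minute room-temperature incubation, with wells lacking PGK as controls. Buffer: 100 mM TEA (pH 7.6), 5 mM MgCl2, 0.01% Tween-20. Coupling enzyme GAPDH (100 nM final) supplies unstable 1,3-BPG in-well.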
USP1-UAF1 inh = blocks the human USP1/UAF1 deubiquitinase complex; Potency, µM (doses to about 57.1 µM), for the others: at the highest dose activity change, negative = inhibition, hits mostly inhibitors; AID 743255; recombinant USP1/UAF1, Ub-Rhodamine cleavage fluorescence; O94782; 390,000 tested, 0.23% active; also: potency is read from the fitted curve at half-maximal effect; % is scaled to controls: 0 for no effect and ±100 for the full control effect; nearly all actives have a fitted effect of over 60% in size; inactives centre near -12
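1 nM enzyme complex + cpd, 15 min RT; start with Ub-Rho 150nM final; kinetic fluorescence ex 480/em 540, 6 reads q60 s. Buffer 50mM HEPES pH 7.8, 0.5mM EDTA, 0.1 mg/ml BSA, 1mM TCEP, 0.01% Tween-20.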
Pin1 inh = human Pin1 inhibition | Q13526 | Pin1 FP peptide displacement, HiFluor488, 10 min | Potency, µM (titrated, usually from 115 µM), inactives show at the top dose activity, negative = inhibition, actives largely listed as inhibitors | 390,000 tested, 0.009% active | AID 504891; active = well fitted inhibition curve with a large enough effect in the polarisation, with a control signal flat, not every such curve was filed as active; inconclusive = small, poorly fitted or top-dose-only effect, or effect the other way, or a change in a side signal; inactive = no such curve, though single readings can be large or run the other way; the % refers to the polarisation; also: potency is read from the fitted curve at half-maximal effect; % is scaled to controls: 0 for no effect and ±100 for the full control effect
Target sequence (Q13526 whole entry, looked up): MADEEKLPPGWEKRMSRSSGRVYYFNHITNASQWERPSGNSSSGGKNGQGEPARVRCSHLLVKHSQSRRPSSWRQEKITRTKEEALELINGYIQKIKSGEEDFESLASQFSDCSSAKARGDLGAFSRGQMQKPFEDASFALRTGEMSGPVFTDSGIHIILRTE
HP1b binding inh = blocks HP1-beta chromodomain binding to methylated histone tails. AlphaScreen HP1-beta / biotin-H3K9me3 peptide binding. P83916. Potency, µM (highest dose often 114 µM), inactives show top-dose activity change, negative = inhibition, most hits filed as inhibitors. 390,000 tested, 0.56% active. AID 540317; also: potency is read from the fitted curve at half-maximal effect; nearly all actives have a fitted effect of over 70% in size; inactives centre near 23
Target sequence (P83916 whole entry, looked up): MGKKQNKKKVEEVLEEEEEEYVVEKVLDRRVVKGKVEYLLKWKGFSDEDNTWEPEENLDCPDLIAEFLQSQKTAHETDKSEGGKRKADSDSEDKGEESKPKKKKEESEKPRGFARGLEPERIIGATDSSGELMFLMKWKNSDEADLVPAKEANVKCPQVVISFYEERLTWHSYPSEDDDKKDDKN
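HP1-beta protein (50 nM final) preincubated 30 min at room temperature with biotinylated H3(1-18)K9me3 peptide (50 nM) in PBS pH 7.4, 0.01% Tween-20, then compound added for 30 min. AlphaScreen streptavidin donor/nickel chelate acceptor beads (10 ug/mL final), 30 min dark, luminescence read.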
PI4K2A inh = blocks human PI4K2A kinase activity | 420,000 tested, 0.13% active | purified PI4K2A, ADP-Glo luminescence, 1 h; active compounds read low | activity change, negative = inhibition, % at 76.9 µM | Q9BTU6; in the data active = activity change below about -50%; inconclusive = mostly about -30% to -49%;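 also: -100% = wells without enzyme as full effect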
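Compounds are screened against recombinant PI4K2A using PI as substrate and ATP, the latter dispensed at 300 microM. Reactions run one hour at ambient temperature before ADP-Glo detection; full inhibition defined by wells lacking enzyme.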
An asterisk follows results filed as active; i = inactive; ? = inconclusive; . = not tested or not shown; [ ] = dose if it differs, or a comment. Unless noted, calls follow the shape of the dose curve; as a rule, active = well fitted curve in the direction sought with a large enough effect; inconclusive = small, poorly fitted or top-dose-only effect, or another doubt; inactive = no such curve, though single readings can be large; an effect the other way counts as inactive or inconclusive. This is a subset, so the mix of outcomes need not match the whole.

SMILES	TrxR1 substrate	GLS inh	rTrxR1 inhibitor	IDH1 R132H inh	Tb PGK inh	USP1-UAF1 inh	Pin1 inh	HP1b binding inh	PI4K2A inh
CN(C)c1ccnc(Oc2ccc(F)cc2)c1C#N	12%	2%	19%	2%	-3%	-5%	-1%	29%	1
CCC1=C2CC[C@H]3C(=O)N(C)C(=O)[C@H]3[C@H]2[C@@]2(Cc3ccccc3)C(=NCCOC)OC(=O)N2C1=O	6%[57.1 µM]	-1%	-4%	8%	-6%	-5%	-10%	31%	-1
O=C(CN1C(=O)C2CC=C(Cl)CC2C1=O)Nc1ccc(C(=O)O)cc1 (configuration not stated)	-1%	-9%	-5%	-4%	4%	-5%	?	12%	1
CCOC(=O)c1ccc(NC(=O)c2c(NCc3sccc3C)sc3c2CCC(C)C3)cc1 (configuration not stated)	-2%[57.1 µM]	9%	-11%[57.1 µM]	-14%	-1%	-9%	3%	30%	-5
CCCCCCCCC(=O)c1c(OC)oc(C=O)cc1=O	.	11%	.	-2%	-1%	-25%	.	.	-11
CCc1ccccc1NC(=O)CCN1C(=O)C2C3CCC(C3)C2C1=O (configuration not stated)	3%[57.1 µM]	32%[activator]	22%[57.1 µM]	13%	-6%	-2%	-8%	-1%	1
CN(C)c1ccnc(N(Cc2ccccc2)Cc2ccccc2)c1C#N	6%[57.1 µM]	11%	22%	4%	.	-15%	-6%	33%[activator]	-2
CO/N=C(/CS(=O)Cc1ccc(Cl)cc1)c1ccc(Cl)cc1 (configuration not stated)	8%	20%	15%	3%	4%	-20%	-7%	31%	-1
CC(=O)/C(=C\Nc1ccc(OCc2ccccc2)cc1)c1ccccc1	2%	10%	4%	5%	10%	-17%	-8%	57%[activator]	3
COc1ccccc1NC(=O)c1sc2nc3c(cc2c1N)CN(Cc1ccccc1)CC3	6%	7%	-4%	7%	i	-19%	?	84%[activator]	0
N#C/C(=C/c1cccn1-c1cccc(C(=O)O)c1)c1ccc(F)cc1	0%[57.1 µM]	-8%	1%[57.1 µM]	-14%	7%	-9%	-12%	-2%	1
COc1ccc(CCNC(=O)CCCCn2c(=O)c3ccccc3n(CC(=O)Nc3ccc(C)cc3C)c2=O)cc1OC	-1%	-7%	8%	1%	-9%	-19%	-7%	31%	2
COc1ccccc1OCCSc1nc2ccccc2c(=O)[nH]1	9%	11%	8%	0%	.	-11%	-5%	30%	5
COC(=O)/C(C#N)=C/N(C)C	5%	0%	15%	6%	9%	-20%	2%	21%	2
Cn1nnnc1NCc1ccc(Cl)cc1	-3%[57.1 µM]	5%	0%[57.1 µM]	1%	i	3%	-8%	34%	0
O=C(NCCCN1CCC(Cc2ccccc2)CC1)C1CCC(=O)N1C1CCCC1 (configuration not stated)	0%	-11%	-2%	-3%	i	-28%	11%	40%[activator]	2
Cc1ccc(CNC(=O)c2cccc(N3CCCS3(=O)=O)c2)cc1	9%[57.1 µM]	7%	28%[57.1 µM]	19%	-12%	-24%	-2%	30%	-2
Cc1ccc2nc(NC(=O)c3ccccn3)sc2c1	12%[57.1 µM]	7%	13%[57.1 µM]	2%	-11%	-2%	6%	45%[activator]	-15
CC(Sc1ccc2c(c1)OCCO2)C(=O)Nc1ncc(Cl)cc1Cl (configuration not stated)	0%	-2%	49%[activator]	5%	-2%	-18%	6%	49%[activator]	-3
CNS(=O)(=O)c1cccc(C(=O)NCC(c2cccs2)N2CCOCC2)c1 (configuration not stated)	2%	-3%	15%	1%	i	-23%	1%	18%	0
C/C(=N\O)c1oc2ccc3c(C)cc(=O)oc3c2c1C	-24%	8%	-11%	1%	i	-20%	19%	8%	-2
COc1cc(OC)cc(C(=O)Nc2ccc3c(c2)COC3=O)c1	13%	4%	27%	4%	.	-11%	-1%	45%[activator]	-3
COc1cc(S(=O)(=O)NCCN2CCOCC2)ccc1-n1cnnn1	3%	10%	15%	0%	3%	-8%	0%	?	-4
O=C(CNC(=O)c1cccc(Br)c1)N/N=C/c1cc(Br)cc(Br)c1O	1%	-9%	?	-6%	1%	0%	16%	29%	1
COC(=O)c1sc(NC(=O)COc2cccc(C)c2)nc1C	-8%	6%	-6%	-9%	-8%	-16%	1%	17%	-1

Record cards (already shown). Order of screens: TrxR1 substrate	GLS inh	rTrxR1 inhibitor	IDH1 R132H inh	Tb PGK inh	USP1-UAF1 inh	Pin1 inh	HP1b binding inh	PI4K2A inh
Profile of O=C(NCCCN1CCC(Cc2ccccc2)CC1)C1CCC(=O)N1C1CCCC1 (configuration not stated) = 0%	-11%	-2%	-3%	i	-28%	11%	40%[activator]	2
Profile of COc1cc(S(=O)(=O)NCCN2CCOCC2)ccc1-n1cnnn1 = 3%	10%	15%	0%	3%	-8%	0%	?	-4
Profile of COC(=O)c1sc(NC(=O)COc2cccc(C)c2)nc1C = -8%	6%	-6%	-9%	-8%	-16%	1%	17%	-1
Profile of COc1ccc(CCNC(=O)CCCCn2c(=O)c3ccccc3n(CC(=O)Nc3ccc(C)cc3C)c2=O)cc1OC = -1%	-7%	8%	1%	-9%	-19%	-7%	31%	2
Profile of COc1ccccc1OCCSc1nc2ccccc2c(=O)[nH]1 = 9%	11%	8%	0%	.	-11%	-5%	30%	5

More entries follow:
SMILES	TrxR1 substrate	GLS inh	rTrxR1 inhibitor	IDH1 R132H inh	Tb PGK inh	USP1-UAF1 inh	Pin1 inh	HP1b binding inh	PI4K2A inh
O=C(c1ccoc1)N1CCC2(CC1)Oc1ccc(F)cc1C(=O)C21CC(c2cccnc2)=NO1 (configuration not stated)	6%[57.1 µM]	16%	-12%[57.1 µM]	-3%	1%	-14%	-2%	3%	-3
Cc1ccc(NC(=O)c2ccc(CNS(=O)(=O)c3ccc4c(c3)C(C)(C)C(=O)N4C)cc2)cc1F	6%	7%	14%	12%	-3%	-3%	3%	38%	-1
CCOc1ccccc1-n1nnnc1SCC(=O)OC	-2%[57.1 µM]	-12%	10%[57.1 µM]	-12%	-7%	-15%	-6%	30%	3
CSc1ccc(Cl)c(C(=O)OCC(=O)N2CCOCC2)c1	8%	-2%	2%	7%	i	-20%	-5%	24%	9
CN(C(=O)C1CCC(=O)N(CCc2ccc(Cl)cc2)C1)C1CCOCC1 (configuration not stated)	-15%	2%	-10%	4%	i	7%	-10%	8%	7
CCOC(=O)CSc1nnc(NC(=O)c2cccc([N+](=O)[O-])c2)s1	-12%	6%	-15%	21%	4%	0%	0%	33%	-4
COc1ccc(C2NC(c3ccc4c(c3)OCO4)=CC(c3ccccc3O)N2)cc1OC (configuration not stated)	-2%[0.0914 µM]	.	-15%	.	.	.	-1%	5%[57 µM]	.
CCc1cc2c(=O)c(-c3cnn(-c4ccccc4)c3)c(C(F)(F)F)oc2c(CN(C)C)c1O	-4%	-2%	-7%	0%	6%	-21%	3%	11%	-2
C=CCSc1nnc(-c2nnc(SCC=C)n2CC)n1CC	-9%	-9%	-12%	4%	-1%	-10%	-7%	39%[activator]	2
Cc1[nH][nH]c(=O)c1C(c1ccc(F)cc1)c1c(C)[nH][nH]c1=O	1%	18%	-12%	-2%	-3%	-8%	2%	17%	-9
CCOC(=O)CSc1nc2c(sc3ccccc32)c(=O)n1Cc1ccc(OC)cc1	0%[57.1 µM]	2%	15%[57.1 µM]	-3%	-3%	-21%	11%	22%	2
COc1ccccc1NC(=O)c1cc2c(CO)cnc(C)c2oc1=Nc1ccccc1	4%[57.1 µM]	-8%	17%[57.1 µM]	-5%	-1%	-11%	1%	3%	-16
CCC(C)NC(=O)C1CCCN(c2nc(C)cc(OC)n2)C1 (configuration not stated)	0%[57.1 µM]	1%	30%[57.1 µM]	11%	-6%	-18%	-3%	33%	3
CCOC(=O)Cc1csc(NC(=O)c2c(-c3c(F)cccc3Cl)noc2C)n1	6%	-1%	32%	6%	-8%	-6%	13%	0%	-1
CCOC(=O)CN=C/C(C(C)=O)=C(/C)O	-3%	4%	18%	-1%	0%	-2%	-1%	27%	2
CCCCCC(C)NC(=O)c1cc(S(=O)(=O)N2CCCCC2)ccc1N1CCOCC1 (configuration not stated)	-5%	2%	-2%	5%	-4%	-21%	3%	28%	4
O=C(N/N=C/C=C\c1ccccc1[N+](=O)[O-])c1ccccn1	1%[57.1 µM]	1%	7%[57.1 µM]	9%	-4%	-6%	-2%	22%	6
CC(=O)Oc1ccc(C(=O)c2ccccc2)c(OC(C)=O)c1	11%[57.1 µM]	20%	19%[57.1 µM]	6%	-3%	-19%	?	-1%	0
CC(/C=C/C(=O)c1ccc(C)cc1)=C\c1ccccc1	-2%	-3%	4%	6%	-6%	-23%	-10%	109%[activator]	9
